Source: PubChem BioAssay (several laboratories)
ADAM10 inh: inhibits human ADAM10. inhibition, % at 7 µM. actives 0.62% (n = 370,000). recombinant ADAM10, EDANS/DABCYL FRET peptide cleavage, 3 h;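 active = inhibition above a per-campaign cutoff equal to the mean of compounds falling between control-based bounds plus 3 SD, cut at about 20% in these data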;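 also: 0% = DMSO wells while the 100% control is not disclosed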
PG9 binder: small molecules binding HIV-1 gp120 antibody PG9; inhibition, % at 6.7 µM; actives 0.43% (n = 360,000); TR-FRET gp120-PG9 antibody binding; in the data active = inhibition above about 8.5%
SMARCA2 act: activators of SMARCA2 function; MG213 cells, MMTV-luciferase reporter, dexamethasone, overnight; activation, % at 9.1 µM; actives 1% (n = 370,000); in the data active = activation above about 7.8%;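 also: 0% = vehicle wells and 100% = reference activator wells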
GAA850 FXN act: activators of GAA850 frataxin (FXN) promoter. activation, % at 6 µM. actives 0.56% (n = 360,000). HEK293 lucGAA850 FXN promoter luciferase reporter, 24 h; percent of 10 µM SAHA response;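 active = activation above the average of all compounds screened plus 3 SD, cutoff fixed separately per campaign, cut at about 7.5% in these data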;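 also: 0% = DMSO wells and 100% = 10 µM SAHA wells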
GC-A act: GC-A (human) enzyme activation; activation, % at 10 µM; P16066; actives 0.14% (n = 370,000); HEK293 GC-A cells, cGMP TR-FRET, EC30 ANP; 0% at EC30 ANP, 100% saturating ANP; AID 1671463; in the data active = activation above about 40%
ADAM17 inh: inhibits human ADAM17. recombinant ADAM17, EDANS/DABCYL FRET peptide cleavage. inhibition, % at 6.95 µM. actives 0.83% (n = 370,000). AID 720648;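 active = inhibition above the mean of compounds lying between control limits plus 3 SD, set per campaign, cut at about 8.5% in these data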;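 also: 0% = DMSO-only wells as the low control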
Target sequence (P78536 215-824 limits assumed): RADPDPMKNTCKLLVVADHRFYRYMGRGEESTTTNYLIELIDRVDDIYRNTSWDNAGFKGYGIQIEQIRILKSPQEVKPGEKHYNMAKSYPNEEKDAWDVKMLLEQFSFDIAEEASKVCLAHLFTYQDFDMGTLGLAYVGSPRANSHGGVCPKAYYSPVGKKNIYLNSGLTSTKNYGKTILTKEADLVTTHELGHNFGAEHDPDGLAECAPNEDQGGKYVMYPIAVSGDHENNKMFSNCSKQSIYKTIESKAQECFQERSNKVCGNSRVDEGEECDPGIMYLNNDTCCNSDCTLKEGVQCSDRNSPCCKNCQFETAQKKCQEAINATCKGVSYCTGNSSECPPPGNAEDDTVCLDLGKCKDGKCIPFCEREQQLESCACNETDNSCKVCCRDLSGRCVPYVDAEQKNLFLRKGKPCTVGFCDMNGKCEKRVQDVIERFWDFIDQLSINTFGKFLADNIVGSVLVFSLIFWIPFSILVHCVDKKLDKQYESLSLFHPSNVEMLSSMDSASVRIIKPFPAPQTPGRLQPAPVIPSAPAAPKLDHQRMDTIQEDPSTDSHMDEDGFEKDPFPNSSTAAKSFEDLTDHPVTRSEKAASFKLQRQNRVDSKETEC
ssDAF-12 act: S. stercoralis DAF-12 activation, primary screen | HEK293 ssDAF-12/GRIP1 lit1-tk-luc reporter, luminescence; % of 3 µM dafachronic acid response | activation, % at 6.8 µM | actives 1% (n = 370,000) | AID 652126;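 active = activation above the mean over all tested compounds plus 3 SD, cut at about 0.9% in these data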;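 also: 0% = DMSO-only wells and 100% = 3 µM delta7-dafachronic acid wells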
hgDAF-12 ag: hgDAF-12 agonism, primary luciferase screen. HEK293 GAL4-hgDAF12 UAS-luciferase reporter, agonist luminescence; normalized to butyrate control. activation, % at 6.8 µM. actives 1.8% (n = 370,000);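 active = activation above a cutoff set at the mean of all screened compounds plus 3 SD, cut at about 10% in these data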;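 also: 0% = DMSO wells and 100% = sodium butyrate wells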
DAX1 inh-1: DAX1 (NR0B1) inhibition, primary screen; inhibition, % at 6.8 µM; AID 652010; actives 1.1% (n = 370,000); HEK293T StAR-luciferase reporter, SF-1/DAX-1 repression relief;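 active = inhibition above the mean over all tested compounds plus 3 SD, cut at about 3.6% in these data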;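 also: 0% = DAX-1 cells with DMSO and 100% = cells lacking DAX-1 with DMSO; higher inhibition means more luminescence from relief of DAX-1 repression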
hcDAF-12 act: H. contortus DAF-12 activation, primary screen; HEK293 hcDAF-12 lit1-tk-luc reporter, luminescence; 0% DMSO, 100% Δ7-dafachronic acid; activation, % at 6.8 µM; actives 1.4% (n = 370,000);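 active = activation above the mean of all tested compounds plus 3 SD, cut at about 5.5% in these data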;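 also: 100% = response to 3 µM Δ7-dafachronic acid high control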
DAX1 inh-2: NR0B1 (DAX1) inhibition; HEK293 Gal4-DAX1 luciferase reporter, luminescence; actives 0.99% (n = 340,000); P51843; AID 504766; inhibition, % at 6.75 µM;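 active = inhibition above the mean over all tested compounds plus 3 SD, cut at about 4.2% in these data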;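 also: 0% = DAX1-transfected cells with DMSO and 100% = empty-vector control cells with DMSO; inhibition shows as a rise in luminescence from relieved DAX1 repression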
Target sequence (P51843 207-470 limits assumed): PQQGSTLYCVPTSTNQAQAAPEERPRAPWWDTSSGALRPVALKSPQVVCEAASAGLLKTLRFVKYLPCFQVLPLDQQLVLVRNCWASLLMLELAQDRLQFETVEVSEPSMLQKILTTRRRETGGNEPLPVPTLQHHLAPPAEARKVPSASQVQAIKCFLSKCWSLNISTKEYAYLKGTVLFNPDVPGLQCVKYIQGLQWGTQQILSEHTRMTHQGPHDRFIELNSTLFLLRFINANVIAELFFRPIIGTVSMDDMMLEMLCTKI
Numbers without * were called inactive; nt = no result given. Compounds were not picked by outcome; about 6.8% have a hit in one of these screens.

SMILES | ADAM10 inh | PG9 binder | SMARCA2 act | GAA850 FXN act | GC-A act | ADAM17 inh | ssDAF-12 act | hgDAF-12 ag | DAX1 inh-1 | hcDAF-12 act | DAX1 inh-2
CC(=O)N1CCOc2ccc(S(=O)(=O)N3CCCC(C)C3)cc21 (configuration not stated) | -7 | -1.0 | -4 | 0.7 | -2 | -5 | -0.9 | 2.1 | -0.3 | -1.4 | -0.7
COc1cc(N/N=C(\C)c2ccc(N)cc2)nc(-c2ccccc2)n1 | 5 | -1.5 | 3 | 5.6 | -6 | 4 | -0.6 | 4.1 | -0.9 | 1.2 | -0.7
CCOc1cc2[nH]c(=S)n(CCN3CCC(C)CC3)c(=O)c2cc1OCC | -2 | -1.7 | -1 | -0.3 | 10 | 0 | -0.8 | -0.1 | 0.0 | -1.7 | -0.3
COc1ccc(Cc2nnc(NC(=O)c3ccco3)s2)cc1 | -4 | 4.1 | -1 | -1.6 | -2 | -3 | -0.6 | 1.4 | -0.5 | -1.2 | 0.0
COc1ccc(S(=O)(=O)NCc2cccnc2)cc1NC(=O)c1ccccc1 | 8 | 0.9 | 0 | 0.5 | 3 | 0 | -0.8 | -2.2 | -0.2 | 0.8 | 5.3*
O=C(CN1C(=O)C2CC=CCC2C1=O)N1CCN(c2ccc([N+](=O)[O-])cc2)CC1 (configuration not stated) | 3 | 0.5 | -2 | 0.1 | 1 | 2 | -1.9 | -2.0 | -1.1 | -3.1 | -0.7
CC1=C(C(=O)OC(C)(C)C)C(c2ccc3ccccc3c2)NC(=O)N1C (configuration not stated) | 0 | -0.1 | -4 | 1.8 | -7 | 1 | -1.1 | -0.9 | -0.5 | -1.1 | 0.7
CCN(C(=O)CSc1nnc(-c2ccc(OC)cc2)n1N)c1c(N)n(Cc2ccccc2)c(=O)[nH]c1=O | -4 | 1.4 | -2 | -0.2 | 2 | -3 | -0.2 | 1.1 | -0.5 | 0.3 | 1.9
C/C(=N\NC(=O)CNc1ccc(F)cc1)c1cc2ccccc2o1 | -1 | -1.1 | -1 | 2.4 | 1 | 1 | -1.4 | -2.8 | 0.0 | -0.9 | -0.3
COc1ccc(CC(=O)NNS(=O)(=O)c2ccc(F)cc2)cc1OC | 0 | 2.0 | -1 | -1.6 | 0 | -1 | -1.7 | -1.0 | -0.3 | -1.0 | 1.7
COC(=O)c1ccc(N/N=C/c2cc([N+](=O)[O-])cc(OC)c2O)cc1 | -1 | -3.3 | -1 | 0.1 | -1 | -15 | -1.2 | 0.5 | 1.0 | 0.8 | 0.2
CCOc1ccc(NC(=O)CSc2nnc(-c3ccccn3)n2C)cc1 | 5 | -2.5 | 0 | -1.9 | 4 | 0 | -1.1 | -0.8 | 0.0 | -0.7 | -0.9
O=C(Nc1ccccc1)N(Cc1ccc(Cl)cc1)CC(O)C(F)(F)F (configuration not stated) | -1 | 0.3 | 2 | 0.1 | -3 | 1 | -0.7 | -2.1 | -0.3 | -1.2 | -0.2
CCOc1ccc(NS(=O)(=O)c2ccc(C(=O)NCCN3CCOCC3)cc2)cc1 | -7 | -0.5 | -2 | 1.5 | -1 | 1 | -0.7 | -1.9 | -0.3 | 0.5 | -0.1
CC1(C)NC(=O)N(CC(O)COc2cc3ccccc3cc2C(=O)N2CCCCC2)C1=O (configuration not stated) | -14 | -0.2 | -1 | -0.8 | -2 | 0 | -1.1 | -1.1 | -0.9 | -0.1 | 1.4
Cc1ccc(OCC(=O)N2CCCCCCC2)cc1C | 5 | -2.1 | 1 | 2.4 | 4 | 0 | -0.7 | 5.1 | 0.5 | 0.8 | 0.6
Cc1sc2ncnc(OCC(=O)N3CCN(C(=O)c4ccco4)CC3)c2c1C | 7 | -0.5 | 2 | 3.1 | -2 | 2 | -1.4 | 1.7 | -0.9 | -0.9 | 5.7*
O=C(CN(C(=O)CCC(=O)Nc1ccccn1)c1cccc(F)c1)NCc1ccc2c(c1)OCO2 | 0 | 0.1 | -4 | -1.4 | 2 | 0 | -1.4 | 0.8 | -0.4 | -3.6 | -0.8
S=c1[nH]nc(Nc2ccc(Cl)cc2)s1 | 3 | -0.5 | 3 | 0.4 | 2 | 1 | -1.1 | 0.9 | 0.6 | -1.4 | 0.0
CC(c1nnc(SCC(=O)c2c(N)n(C3CC3)c(=O)[nH]c2=O)n1-c1ccc(F)cc1)N(C)C (configuration not stated) | 4 | -2.5 | -2 | 0.3 | -4 | 4 | -0.8 | -1.1 | 0.9 | 2.3 | 0.8
O=C(OCC(=O)N1CCCC1)c1c2c(nc3ccccc13)CCCCC2 | 0 | 1.1 | 0 | -0.4 | -2 | -5 | -1.3 | -0.3 | -1.4 | -0.8 | -2.7
O=c1c(C=Nc2ccc(Cl)cc2)c[nH]n1-c1cccc(Cl)n1 | -10 | -0.2 | 0 | 0.3 | -2 | 2 | -1.2 | -0.5 | 0.2 | -1.2 | -0.1
CCn1c(=O)c2c(nc3n2CCCN3Cc2ccccc2)n(C)c1=O | -1 | -0.8 | 0 | 1.8 | 8 | -1 | -1.2 | -2.6 | 0.3 | -3.0 | -1.5
COc1ccccc1N1CCN(C(=O)CCS(=O)(=O)c2ccc3c(c2)NC(=O)C(C)S3)CC1 (configuration not stated) | 9 | -0.9 | -1 | -0.7 | -6 | 3 | -1.5 | -3.1 | -0.5 | 0.5 | -0.3
O=C(Cn1cc(C(F)(F)F)ccc1=O)N/N=C/c1cccc(Cl)c1 | -9 | -0.4 | 0 | 2.2 | 4 | 1 | -2.1 | 2.2 | 0.1 | -1.5 | -0.4
O=C(O)c1cccc(-n2cccc2/C=C2/SC(=O)N(CC(=O)N3CCCC3)C2=O)c1 | -6 | 0.6 | -2 | 0.9 | -7 | -1 | -0.9 | 1.2 | 0.3 | -0.1 | -0.5
COc1ccc(/C=C/c2nc(N)nc(-c3ccccc3O)n2)cc1 | 1 | -0.7 | 0 | 3.7 | 2 | -2 | 0.1 | 0.8 | 0.7 | 0.8 | -0.8
COCc1cc(=O)n2[nH]c(-c3ccc(C)cc3)cc2n1 | -70 | -0.5 | 10* | 5.2 | 2 | -19 | -0.4 | 7.7 | 2.1 | 3.7 | 2.4
COc1cccc(CN(C)C(=O)c2ccc(OCC(=O)Nc3cccc(C(F)(F)F)c3)c(OC)c2)c1 | 16 | -0.8 | -4 | -7.7 | -4 | 8.8* | -2.4 | -11 | -10 | -5.3 | -1.6
COc1ccc(N2CCN(C(c3cccs3)C(C)NS(=O)(=O)c3ccccc3)CC2)cc1 (configuration not stated) | 11 | -2.3 | -4 | 1.9 | -4 | 1 | -2.3 | -1.8 | -1.2 | -3.5 | -1.6
CN(c1ccccc1C(=O)Nc1ccccc1-c1ccccc1)S(C)(=O)=O | 2 | -2.8 | 5 | 2.4 | -7 | 2 | -1.6 | 0.8 | -0.5 | -1.3 | 0.9
CCOC(=O)c1ccccc1NC(=O)CSc1nnc(COc2ccccc2C)n1C | -12 | 0.1 | -4 | -3.5 | -6 | -5 | -1.1 | 1.1 | -0.3 | -2.2 | -0.4
CCN(Cc1ccccc1)C(=O)c1cccc(OC2CCN(C(=O)C3CC3)CC2)c1 | -6 | -2.4 | -3 | -3.5 | -4 | 0 | -1.8 | -1.6 | -0.6 | -3.2 | -0.5
COc1cccc(Cn2cnc3c(NS(=O)(=O)c4ccc(Cl)cc4Cl)c(C)c(C)cc32)c1 | 12 | 0.6 | -1 | -3.6 | 4 | 1 | -0.9 | -2.1 | 0.8 | -1.5 | 1.7
O=C(COc1ccc(-n2cnnn2)cc1)NC(=O)NCc1ccccc1 | 9 | -1.9 | 1 | -0.5 | 0 | -1 | -0.6 | -0.9 | -0.5 | -1.6 | -1.9
O=C1Nc2cc(Cl)c(Cl)cc2N(O)N1c1cc(Cl)cc(Cl)c1 | 2 | 0.8 | -1 | 1.4 | 6 | 3 | -0.4 | -0.4 | -0.3 | -0.4 | 0.4
N#Cc1nc(COc2ccc(F)cc2)oc1N1CCCCC1 | 9 | 0.6 | -3 | 0.7 | 1 | 0 | -1.0 | 1.3 | -0.8 | -0.3 | -0.6
CCN(CC)C(=O)CSc1nnc(-c2ccc(C(C)(C)C)cc2)n1Cc1ccco1 | -1 | nt | -5 | nt | -1 | 2 | -2.4 | 1.7 | -2.3 | -3.2 | nt
Cc1cc2c(cc1S(=O)(=O)NCC(C)c1ccccc1)n(C)c(=O)c(=O)n2C (configuration not stated) | -95 | -1.8 | 0 | 0.1 | 3 | -20 | -1.4 | -1.2 | -0.9 | -1.4 | -0.4
Cc1cccc(-c2noc(CNC(=O)COc3ccccc3C)n2)c1 | 8 | -0.2 | 1 | -3.1 | -4 | -2 | -1.5 | 1.0 | 0.1 | 0.9 | 1.0
C/C(CCc1ccc2c(c1)OCO2)=N\N=C1\NC(=O)CC(C(=O)Nc2ccc(C(=O)O)cc2)S1 (configuration not stated) | 2 | -0.8 | 0 | 2.4 | -1 | -5 | -0.9 | 2.0 | 0.8 | -0.7 | 1.3
O=C(Cn1ccc(NC(=O)OCc2ccccc2)nc1=O)NCc1ccc2[nH]ccc2c1 | 3 | -3.2 | 1 | -1.9 | 1 | 1 | -1.6 | -0.5 | -0.3 | -0.9 | -1.8
C#CCNC(=O)C[C@H]1C[C@@]2(C(=O)OC)C(=C[C@H](C3CCCC3)O[C@@H]2C)N(Cc2cccc3ccccc23)C1=O | 13 | nt | -1 | nt | -19 | 1 | -0.7 | 0.0 | -0.8 | -0.4 | nt
COc1ccc(S(=O)(=O)N2CCOCC2)cc1NC(=O)Cn1nnc2ccccc2c1=O | -6 | -1.3 | -4 | 3.1 | -5 | -5 | -1.9 | 2.0 | 0.8 | -0.2 | -0.7
O=C(CSc1nnc2ccccn12)NC(=O)NC1CCCC1 | -16 | -1.0 | -2 | -0.8 | -3 | -2 | -0.8 | 1.9 | -0.3 | -0.7 | 1.5
CN1C(=O)C(c2cn(C)c3ccccc23)(c2cn(C)c3ccccc23)c2cc(F)ccc21 | -4 | -1.8 | 0 | nt | -10 | 0 | 2.4* | 14* | -0.7 | 3.2 | nt
CCCc1cc2c(OC)ccc(O)c2c(=O)n1C | -8 | -0.2 | -4 | nt | 2 | -1 | -1.1 | -0.5 | 0.7 | -1.3 | nt
CCOC(=O)CCCCCC(=O)Nc1ccc2c(c1)C(=O)N([C@H](C)CO)C[C@H](C)[C@H](CN(C)C(=O)C1CCCCC1)OCCCC[C@@H](C)O2 | -6 | -1.4 | -2 | -1.3 | 1 | -1 | -0.3 | -0.2 | 0.1 | -1.8 | 0.3
Clc1ccc2nc(C3CCCCC3)c(Cc3ccsc3)n2c1 | -28 | -0.8 | -2 | nt | -1 | -1 | 0.3 | 4.3 | 0.9 | 2.3 | nt
CCn1cc(C(=O)NC2CCCCCC2)c2cc(OC)c(OC)cc2c1=O | -2 | -0.9 | -1 | 1.2 | 11 | -4 | -1.3 | 0.1 | 0.5 | -0.7 | -1.3
Nc1c(C(=O)NCC(O)c2ccccc2)cnn1-c1ccccc1 (configuration not stated) | -6 | nt | 5 | nt | 2 | -1 | -0.2 | 18* | 3.5 | 6.6* | nt
